Screening results: PubChem, National Center for Advancing Translational Sciences (NCATS)
TDP1 cell CPT = qHTS for Inhibitors of human tyrosyl-DNA phosphodiesterase 1 (TDP1): qHTS in cells in presence of CPT; chicken DT40 Tdp1-/-;hTDP1 cells + 20 nM CPT, ATP luminescence, 48 h; Potency, µM (doses to about 46.2 µM), for inactives: top-dose activity change, negative = growth inhibition, actives largely listed as inhibitors; 420,000 compounds, 12% hits; further: nearly all actives have a fitted effect of over 55% in size
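Cell growth measured by CellTiter-Glo luminescence after a minimum 48 h, 37 C compound exposure with 20 nM CPT in Tdp1-knockout DT40 cells stably expressing hTDP1, seeded 400/well; qHTS titration format.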
TDP1 inh = qHTS Assay for Inhibitors of Tyrosyl-DNA Phosphodiesterase (TDP1); Potency, µM (doses to about 130 µM), for the others: top-dose activity change, negative = inhibition, most hits filed as inhibitors; recombinant TDP1, AlphaScreen DNA substrate cleavage; Tyrosyl-DNA phosphodiesterase 1 (Homo sapiens), Q9NUW8; AID 485290, 2010; 350,000 compounds, 0.28% hits; further: nearly all actives have a fitted effect of over 40% in size
Target sequence (Q9NUW8 whole entry, looked up): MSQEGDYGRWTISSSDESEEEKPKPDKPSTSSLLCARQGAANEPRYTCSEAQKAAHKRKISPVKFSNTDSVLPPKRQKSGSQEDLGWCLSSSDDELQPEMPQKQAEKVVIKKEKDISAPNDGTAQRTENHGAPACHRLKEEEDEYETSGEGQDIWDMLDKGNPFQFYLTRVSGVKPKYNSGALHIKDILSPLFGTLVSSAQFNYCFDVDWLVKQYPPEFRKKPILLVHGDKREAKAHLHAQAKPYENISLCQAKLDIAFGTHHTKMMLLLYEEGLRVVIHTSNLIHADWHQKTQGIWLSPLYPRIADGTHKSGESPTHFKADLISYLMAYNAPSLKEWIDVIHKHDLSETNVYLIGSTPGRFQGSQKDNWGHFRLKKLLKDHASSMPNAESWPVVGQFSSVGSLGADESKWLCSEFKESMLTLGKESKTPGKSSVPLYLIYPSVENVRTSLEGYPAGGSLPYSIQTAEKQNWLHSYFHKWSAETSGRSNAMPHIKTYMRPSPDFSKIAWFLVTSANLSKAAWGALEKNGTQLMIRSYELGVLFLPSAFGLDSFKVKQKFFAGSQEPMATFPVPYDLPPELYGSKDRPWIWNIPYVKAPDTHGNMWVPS
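Tdp1 1 nM final; 15 min RT w/ cpd; substrate 15 nM, 5 min; beads 10 ug/ml, 10 min; AlphaScreen read. Neg ctrl: no enzyme.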
TDP1 cell noCPT = qHTS for Inhibitors of human tyrosyl-DNA phosphodiesterase 1 (TDP1): qHTS in cells in absence of CPT; 420,000 compounds, 15% hits; DT40 Tdp1-/- hTDP1 cells, no CPT, ATP luminescence, 48 h; Potency, µM (top dose mostly 46.2 µM), for inactives: at the highest dose activity change, negative = growth inhibition, hits mostly inhibitors; further: nearly all actives have a fitted effect of over 55% in size
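Cells were dispensed at 400 per well, compounds added by pin tool, plates incubated ≥48 hr at 37 °C, then CellTiter-Glo added for 30 min at room temperature before luminescence reading. Line: DT40 Tdp1-/- complemented with hTDP1; camptothecin omitted.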
* hit, by the source's call; ? = inconclusive; · = no result given; & = joins results of further samples; ! = not confirmed by another sample; [ ] = dose if it differs, or a comment. The call rests on the fitted dose curve; in most records, active means well fitted curve in the direction sought with a large enough effect; inconclusive means small, poorly fitted or top-dose-only effect, or another doubt; inactive means no such curve, though single readings can be large; an effect the other way counts as inactive or inconclusive. On the % scale 0 is the no-effect control and ±100 the full control effect; potency means the concentration at half of the fitted maximal effect.

SMILES | TDP1 cell CPT | TDP1 inh | TDP1 cell noCPT
c1ccc(-c2nnc(CSc3nnc(-c4ccncc4)n3Cc3ccco3)o2)cc1 | ? | 3.8% | ?
COc1ccc(NC(=O)C2(C)Cc3c(-c4ccccc4)ccnc3O2)cn1 (configuration not stated) | 5.8µM* | · | 6.51µM*
Cn1c(CNC(=O)c2ccccc2F)nnc1SCC(=O)NCc1ccccc1 | -7.6% | 2.4% | -8.0%
COc1ccc(N(C)C(=O)C2CCCN2S(=O)(=O)c2cccc3nsnc23)c(OC)c1 (configuration not stated) | -12.6% | 1.4% | -17.0%
O=C(N=Nc1c(O)n(Cc2ccccc2)c2ccccc12)c1cc2ccccc2cc1O | ? | 4.6% | 14.6µM*
O=C(/C=C/c1cccs1)Nc1ccc(Br)cn1 | 0.259µM* | 2.7% | 0.326µM*
CC(=O)Nc1ccc(CN2CCN(CCc3ccccc3)C(CCO)C2)cc1 (configuration not stated) | 12.6% | 2.7% | -9.0%
COc1ccc(C(=O)NCCCNC(=O)c2ccco2)cc1OC | 12.0% | 3.8%[0.0935 µM] | 1.6%
O=C(CCC(=O)N1CCSc2ccccc21)NCc1cccc(Br)c1 | -28.8% | · | -20.8%
O=C(CSc1nnnn1C1CC2CCC1C2)Nc1ccnc2ccccc12 (configuration not stated) | 0.164µM* | 4.2% | 0.164µM*
Cc1ccc(NC(=O)CSc2nnc(-c3ccncc3)n2N)cc1C | -22.9% | 3.8% | -0.8%
COc1ccc(C(=O)N2CCC(C(=O)Nc3ccc(OC)c(OC)c3)CC2)cc1 | -2.2% | 6.2% | -22.3%
COC(=O)[C@@H](Cc1c[nH]c2ccccc12)NCc1ccc(B(O)O)cc1 | -10.6% | · | -14.8%
O=C1C=CC(=Nc2ccc3c(c2)C(=O)c2ccccc2-3)O1 | -5.1% | · | -14.7%
CCOC(=O)c1cnc(N2CCN(c3cccc(C)c3C)CC2)c2ccccc12 | ? | 2.7% | ?
CCCSc1nnc(NC(=O)Cc2coc3cc(C)ccc23)s1 | -2.2% | 3.7% | -13.8%
Cc1nnc2c(N3CCN(c4ccccc4)CC3)nc3ccc(C(=O)c4ccccc4)cc3n12 | 7.3% | 0.0%[12.3 µM] | -10.8%
COc1ccc(Cn2nnnc2C(c2cc3cc(C)cc(C)c3[nH]c2=O)N2CCOCC2)cc1 (configuration not stated) | -10.8% | 10.3% | -10.9%
O=C(/C=C/c1ccncc1)c1ccc(NC(=O)c2ccccc2F)cc1 | 4.11µM* | 0.0% | 2.91µM*
O=C(CC1OC(=O)c2ccccc21)Nc1cc(Cl)ccc1N1CCOCC1 (configuration not stated) | -25.3% | 0.8% | ?
COCCCN(C(=O)CCOc1ccc(C)cc1)c1c(N)n(Cc2ccccc2)c(=O)[nH]c1=O | 2.2% | · | 3.2%
NC(N)=NCCNS(=O)(=O)c1cccc2cnccc12 | 0.2% | 6.2%&7.3% | -5.6%
CCOc1ccc(N(CC)C(=O)CCNC(=O)Cn2ccc3ccccc3c2=O)cc1 | 2.3% | 2.3% | -6.0%
COc1ccc(C2NC(=O)C(C)S2)cc1 (configuration not stated) | 2.7% | 2.9% | -3.1%
C#CCSc1ncc(-c2ccccc2)cn1 | 0.7% | 8.8% | -19.6%
O=C(c1ccc2ccccc2c1)C1CCCN(C(=O)c2noc3c2CCCC3)C1 (configuration not stated) | ? | 7.6% | ?
C[C@@H]1CN([C@H](C)CO)C(=O)Cc2cc(NC(=O)Nc3ccccc3)ccc2O[C@@H]1CN(C)C(=O)Nc1ccc2c(c1)OCO2 | 0.7% | 4.2% | -4.3%
CCCCCCCc1c(C#N)c(N)[nH]c(=S)c1C#N | ? | 8.4% | -23.5%
CC1(C)CC(=O)C(c2c[nH]c3ccccc23)C(=O)C1 | -10.6% | 2.6% | -18.4%
C=CCNC(=O)c1cccc2c1C(=O)c1ccc(N3CCCC3)cc1S2(=O)=O | ? | 0.4% | ?
O=C(OC1CCOC1=O)c1cc(-c2cccs2)nc2ccccc12 (configuration not stated) | -2.7% | -3.4% | -15.5%
CCc1nc2ccc(C(=O)NCCCn3ccnc3)cn2c1N(C)Cc1nccs1 | -2.1% | · | 0.3%
CNc1ccccc1C(C)(C)c1ccn[nH]1 | -9.1% | 5.4% | ?
O=C(c1cc(-c2ccccc2)on1)N1CCCCCC1 | 4.8% | 9.6% | -19.3%
Cc1ccc(-c2nc(CS(=O)CC(=O)NCCN3CCCCCC3)c(C)o2)cc1 (configuration not stated) | -24.8% | 1.4% | ?
CSc1ccc(CNC(=O)C2(C)CCCN(C(C)C)C2)cc1 (configuration not stated) | -16.2% | · | -13.5%
Cc1cc(-n2c(C)cc(C(=O)CSc3nc4ccccc4c(=O)n3Cc3ccco3)c2C)no1 | 23.1µM* | 9.1% | 20.6µM*
CCOc1ccccc1NC(=O)CCC(=O)Nc1ccc2nc(N3CCN(C)CC3)cc(C)c2c1 | -17.3% | 4.1% | -9.3%
Cc1ccc(CNc2ccc3c(c2)ncn3C)cc1 | -11.6% | 5.5% | -16.1%
NC(=O)NC(=O)COC(=O)/C=C/c1cccc(Br)c1 | -0.1% | -2.5% | -6.8%
NCCc1nnc(SCc2ccccc2)o1 | -19.4% | 4.8% | -0.8%
COc1ccccc1N1CCN(C(=O)c2cc(-c3ccc(Br)cc3)on2)CC1 | ? | 6.1% | ?
O=C(Nc1cc(S(=O)(=O)N2CCOCC2)ccc1O)c1ccco1 | -23.2% | -1.0% | -2.3%
COC(=O)c1sccc1S(=O)(=O)N(CC(=O)Nc1ccccc1C)c1ccc(Cl)cc1 | ? | 5.8% | ?
Cc1ccc(NC(=O)c2cccc(N(C)C)c2)cc1NC(=O)c1ccc(O)cc1 | 29.9µM*! | 15.8% | ?
COc1ccc(-c2nc3ccccc3n3c(-c4ccccc4)c4c(=O)n(C)c(=O)n(C)c4c23)cc1OC | -21.9% | -4.2% | ?
C#CCN1C(=O)S/C(=C/c2cc(C)n(CC)c2C)C1=O | ? | 5.5% | 20.6µM*
Cc1ccc(NC(=O)CCNS(=O)(=O)c2ccc(Br)cc2)cc1S(=O)(=O)N1CCOCC1 | -24.4% | · | -25.0%
CCN(Cc1ccccc1)S(=O)(=O)c1ccc(F)cc1 | -9.5% | · | -11.8%
CC(=O)c1cccc(NC(=S)Nc2cccc3ccccc23)c1 | -13.0% | 5.0%[56.1 µM] | -7.1%

Laid out differently: seven of the compounds above
Every second line gives: TDP1 cell CPT | TDP1 inh | TDP1 cell noCPT
- COC(=O)c1sccc1S(=O)(=O)N(CC(=O)Nc1ccccc1C)c1ccc(Cl)cc1
  ? | 5.8% | ?
- Cc1ccc(NC(=O)c2cccc(N(C)C)c2)cc1NC(=O)c1ccc(O)cc1
  29.9µM*! | 15.8% | ?
- COc1ccc(-c2nc3ccccc3n3c(-c4ccccc4)c4c(=O)n(C)c(=O)n(C)c4c23)cc1OC
  -21.9% | -4.2% | ?
- C#CCN1C(=O)S/C(=C/c2cc(C)n(CC)c2C)C1=O
  ? | 5.5% | 20.6µM*
- Cc1ccc(NC(=O)CCNS(=O)(=O)c2ccc(Br)cc2)cc1S(=O)(=O)N1CCOCC1
  -24.4% | · | -25.0%
- CCN(Cc1ccccc1)S(=O)(=O)c1ccc(F)cc1
  -9.5% | · | -11.8%
- CC(=O)c1cccc(NC(=S)Nc2cccc3ccccc23)c1
  -13.0% | 5.0%[56.1 µM] | -7.1%

Carrying on.
SMILES | TDP1 cell CPT | TDP1 inh | TDP1 cell noCPT
CCN(C(=O)c1ccc(S(=O)(=O)N2CCOCC2)cc1)C1CCS(=O)(=O)C1 (configuration not stated) | 8.8% | · | -6.6%
CC(C)CC(=O)Nc1nc2ccc(S(C)(=O)=O)cc2s1 | -20.2% | -3.6% | -6.6%
N#CCc1ccc(OC(=O)c2cccnc2)cc1 | -1.0% | -1.3% | ?
CCCN1CCN(c2ncnc3sc(C(=O)Nc4cccc(Cl)c4C)c(C)c23)CC1 | ? | -3.8% | 20.6µM*
CCn1ccnc1CN1CCC(CO)(CCOc2ccccc2)CC1 | 11.2% | · | -7.8%
CCCn1c(N)c(C(=O)CSc2nnc(Cc3ccccc3)o2)c(=O)n(C)c1=O | ? | 2.4% | 23.1µM*
COC1CC(C)NC(=S)N1 (configuration not stated) | -6.8% | 5.5% | -1.9%
O=C(c1cnccn1)N1CCN(c2ccccc2)CC1 | 8.0% | 5.2% | 3.0%
CCOc1ccc(N(CC(=O)OC)S(=O)(=O)c2c(C)noc2C)cc1 | ? | 4.9% | -37.2%
O=c1[nH]c(CSc2ncc(-c3ccc(F)cc3)n2Cc2ccco2)nc2ccccc12 | 18.4µM* | 12.5% | 20.6µM*
O=C(CCC1CCCN(c2ncccn2)C1)NCc1ccc(F)c(F)c1 (configuration not stated) | -35.9% | -1.2% | -23.8%
CC(=O)OC(C)(C)C#CCN1CCCC1 | -0.3% | 1.5% | -0.6%
O=C(N/N=C/c1ccc2c(c1)OCO2)C1COc2ccccc2O1 (configuration not stated) | ? | 3.8% | 23.1µM*
CCC(=O)c1ccc(N2CCN(S(=O)(=O)c3ccccc3)CC2)c(F)c1 | -23.7% | 9.0% | ?
CC1(C(=O)Nc2ccc3nc[nH]c3c2)CCN1C(=O)C/C=C/c1ccccc1 (configuration not stated) | ? | · | ?
CC(C)NC(=O)NC(=O)COC(=O)c1ccc([N+](=O)[O-])cc1Cl | -12.5% | 5.9% | -16.3%
COc1ccc(C(=O)Nc2nc(C)c(C)s2)cc1OC | ? | 2.8% | ?
Cn1cc(S(=O)(=O)N2CCCCCC2)cc1C(=O)N1CCN(c2ccc(Cl)cc2)CC1 | ? | 7.7% | ?
COC(=O)C1=C(C)NC(=O)NC1c1ccc(N2CCC(c3ccccc3)=N2)cc1 (configuration not stated) | ? | · | ?
CCc1ncc(CO)n1Cc1cccc2ccccc12 | -17.9% | · | ?
CC(C)Oc1cc(F)ccc1-c1cc(C(=O)NCc2cccs2)[nH]n1 | ? | · | ?
Cc1ccc(C(=O)OCC(=O)c2c[nH]c3ccccc23)cc1 | -2.1% | -1.2% | 0.3%
COc1ccc(NC(=O)C(=O)NCC2CCCN2S(=O)(=O)c2ccc(C)cc2)cc1 (configuration not stated) | 0.0058µM* | 11.9% | 0.0184µM*
Cc1cccc(Oc2nc3ccccn3c(=O)c2/C=C(\C#N)C(=O)NC2CCS(=O)(=O)C2)c1C (configuration not stated) | ? | 12.4%[0.0935 µM] | ?
COc1ccc(C(N)c2csc(Nc3ccc(S(C)(=O)=O)cc3)n2)cc1 (configuration not stated) | 23.1µM* | · | ?
O=C(c1ccco1)N1CCN(Cc2cccc(C(F)(F)F)c2)CC1 | ? | · | ?
CCOC(=O)c1ccc(S(=O)(=O)Nc2cc(S(=O)(=O)N3CCOCC3)ccc2O)cc1 | ? | 4.9% | ?
Nc1nc(N)c2cc(Sc3ccc(Cl)cc3)ccc2n1 | 3.66µM* | · | 1.03µM*
O=C(COC(=O)COc1cccc(C(F)(F)F)c1)Nc1ccc(N2CCOCC2)cc1 | -8.1% | 0.7% | -14.0%
COc1cc(NS(C)(=O)=O)ccc1Cc1c2ccccc2nc2ccccc12 | 0.082µM* | 12.8%[56.1 µM] | 0.164µM*
COc1cc(/C=C/C(=O)OCN2C(=O)c3ccccc3C2=O)ccc1OC(F)F | -17.6% | 4.2% | 1.7%
CCOC(=O)C(CCOc1cccc(CC)c1)C(=O)OCC | -1.5% | · | -7.4%
COc1cc(NC(=O)CNC(=O)Cn2ccc3ccccc3c2=O)cc(OC)c1OC | -20.2%&-25.6% | -5.0%&2.9% | ?
Cc1ccccc1OCCSc1nc2ccc(NC(=O)c3ccco3)cc2s1 | 20.6µM* | 1.6% | ?
COc1ccc([C@H]2CN(Cc3ccccc3)C(=O)[C@@H]2CC(=O)Nc2ccccc2)cc1 | -1.0% | · | ?
Cc1ccc2cc3cc(C(=O)N4CCN(Cc5ccccc5)CC4)sc3nc2c1 | 1.6% | 3.5% | -7.6%
COc1ccc(OCC(O)CNCCOc2ccccc2OC)c(C(C)(C)C)c1 (configuration not stated) | 10.3µM* | · | 9.2µM*
COc1ccc(NC(=O)CCC(=O)Nc2cc(OC)c(NC(=O)c3cccs3)cc2OC)cc1 | -21.9% | -11.6% | ?
CCOc1ccc(NC(=O)NC(C)CC)cc1 (configuration not stated) | ? | -2.7% | 18.4µM*
CC1CCC2C(=O)N(c3ccc(S(=O)(=O)c4ccccc4)cc3)C(=O)C2C1 (configuration not stated) | 12.4% | 0.0% | -3.6%
O=Cc1ccc(Oc2ncccn2)cc1 | 6.1% | 0.0% | 8.3%
Cc1cc(C)c(NC(=O)CN)c(C)c1 | 11.2% | 5.5% | -7.2%
